NR2E3 ag-1 = NR2E3 agonists in two-hybrid cells, primary screen, cell-based, luminescence, CHO-S, Gal4-NCOR/VP16-NR2E3; Photoreceptor-specific nuclear receptor (Homo sapiens), Q9Y5X4; inhibition of corepressor binding, % at 3.98 µM; AID 602229, 2012; 360,000 tested, 0.35% active; luciferase;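 active means inhibition above the mean of all tested compounds plus 3 SD, cut at about 70% in these data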;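 further: 0% = DMSO with NR2E3 transfected cells and 100% = cells lacking NR2E3 construct; higher means lower luciferase signal from less NR2E3 corepressor binding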
Target sequence (Q9Y5X4 whole entry, looked up, the tested form may be a part): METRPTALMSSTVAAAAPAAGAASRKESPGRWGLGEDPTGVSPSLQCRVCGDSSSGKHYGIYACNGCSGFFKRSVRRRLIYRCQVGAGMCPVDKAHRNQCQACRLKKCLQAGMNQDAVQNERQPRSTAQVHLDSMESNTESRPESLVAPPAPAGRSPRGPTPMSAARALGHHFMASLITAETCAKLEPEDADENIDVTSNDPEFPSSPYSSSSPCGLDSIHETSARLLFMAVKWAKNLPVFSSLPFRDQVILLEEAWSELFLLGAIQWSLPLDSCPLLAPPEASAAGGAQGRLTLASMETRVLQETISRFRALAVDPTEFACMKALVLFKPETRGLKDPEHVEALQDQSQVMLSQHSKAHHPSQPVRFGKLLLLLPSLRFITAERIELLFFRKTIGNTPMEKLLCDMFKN
hiPSC survival = enhancers of single-cell hiPSC survival, primary screen, ATPlite luminescence. 100% = ROCK inhibitor wells, 0% = DMSO. AID 602274, 2012. survival enhancement, % at 20 µM. 360,000 tested, 0.044% active; in the data active means survival enhancement above about 18%;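 further: cells exposed to compounds for 16 hours before the ATP read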
NR2E3 ag-2 = inhibitors of NR2E3-RetCOR corepressor binding, primary screen, NR2E3 agonist project, biochemical, TR-FRET, GST-NR2E3, biotin-RetCOR; 320,000 tested, 0.12% active; 1536-well; inhibition of corepressor binding, % at 4.78 µM; AID 2300, 2010; Photoreceptor-specific nuclear receptor (Homo sapiens), Q9Y5X4;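 active means percent inhibition above the cutoff of mean plus 3 SD of all tested compounds, set per screening campaign, cut at about 20% in these data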;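 further: 0% = DMSO wells and 100% = biotin wells as full block of FRET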
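Test system: GST-NR2E3 and biotin-RetCOR proteins | Quantity: 1.35 nM GST-tagged NR2E3 final | Medium: Tris pH 7.5 | Also added: 7 nM biotin-RetCOR | Dosing: Compound at 4.8 µM, single dose | Timing: 5 h at 4 °C | Detection: Time-resolved FRET | Read-out basis: Percent inhibition | Benchmarks: Biotin wells as high control, 0.6% DMSO wells as low control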
TRAIL sens C8 = viability loss with TRAIL in NB7+C8 cells, primary screen, TRAIL sensitizer project, cell-based, ATPlite luminescence; inhibition (viability loss, TRAIL sensitization), % at 10 µM; 360,000 tested, 1% active;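 active means compounds causing at least 50% loss of cell viability in the single-dose screen, relative to plate controls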
Peg3 promoter = Peg3 promoter-driven luciferase inhibitors, primary screen, cell-based, HeLa, luciferase luminescence; AID 588405, 2011; HeLa PEG-Prom luciferase reporter, overnight; inhibition, % at 20 µM; 360,000 tested, 1.7% active;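 active means inhibition of at least 50% at 20 µM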
MITF TRPM1 inh = inhibitors of MITF-dependent TRPM1 promoter reporter, primary screen, cell-based, SK-MEL-5, single point, luciferase | SK-MEL-5 TRPM1 promoter luciferase, 24 h | inhibition, % at 12.5 µM | 330,000 tested, 0.83% active;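 active means mean inhibition across replicates of 60% or more, whatever share of single replicates reaches that level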; further: values of inactives mirror those of a sister screen read the other way
HIF-2a inh = HIF-2a reporter inhibitors, primary screen, luminescence, 786-0 RCC cells; 786-0 RCC cells HIF-2a reporter, luciferase luminescence, overnight; inhibition, % at 18.8 µM; 360,000 tested, 0.72% active; AID 624352, 2012;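 active means inhibition of the luminescence signal of 40% or more relative to plate controls, in a single-dose primary screen at 18.75 µM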
KKLEB tox = cytotoxicity in KKLEB CF airway cells, primary screen, cytotoxicity control for CF NF-kB inhibitor project, cell-based, uHTS, fluorescence assay plates. KKLEB CF airway cells viability, ATPlite luminescence, overnight; hits give low values; cells stimulated with P. aeruginosa culture filtrate. AID 602141, 2011. activity change (cytotoxicity), % at 5 µM. 360,000 tested, 0.36% active;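 active means corrected activity change at or below -50% at 5 µM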
LMP1 NFkB inh = EBV LMP1-driven NF-kappaB luciferase reporter inhibitors, primary screen, cell-based, luminescence, single point; AID 504558, 2011; 350,000 tested, 0.69% active; inhibition, % at 12.5 µM; LMP1-induced NF-kappaB luciferase reporter cells; in the data active means inhibition above about 41%;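 further: 0% = neutral control wells and 100% = reference inhibitor control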
Shn3 inh set2 = reduction of Shn3 3'UTR firefly luciferase signal, primary screen, Schnurri-3 inhibitor project, cell-based, Clone20 osteoblasts, set 2 | Clone20 osteoblast Shn3 3'UTR firefly luciferase, 24 h | inhibition, % at 12.5 µM | 360,000 tested, 0.52% active | AID 588674, 2011;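 active means mean inhibition of at least 75% with every replicate also reaching 75%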;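 further: 0% = median of neutral control wells and 100% = pilot-screen positive control compound; some compounds past the cut are filed as inactive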
CF NFkB inh = inhibitors of PAF-induced NF-kB signaling, primary screen, cell-based, GFP fluorescence, uHTS. AID 588850, 2011. 360,000 tested, 0.86% active. KKLEB NF-kB-GFP reporter, GFP fluorescence overnight. inhibition, % at 5 µM;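 active means at least 50% inhibition at 5 µM, scaled per plate between neutral and stimulator controls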;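 further: PAF is a Pseudomonas aeruginosa culture filtrate used as stimulus; plate controls were PAF-stimulated DMSO wells for no effect and unstimulated DMSO wells for full effect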
Numbers without * were called inactive; x = no result given.

SMILES	NR2E3 ag-1	hiPSC survival	NR2E3 ag-2	TRAIL sens C8	Peg3 promoter	MITF TRPM1 inh	HIF-2a inh	KKLEB tox	LMP1 NFkB inh	Shn3 inh set2	CF NFkB inh
COC(=O)N1CCN(c2ccc(OC)cc2)CC1	-38	-1.7	-4	8	2	3	7	2	-6	-4	-6
CCC(CC)c1nc2ccccc2c(=O)[nH]1	25	-1.4	0	1	10	-1	18	4	6	-2	-23
COc1ccc(-c2csc(NC(=S)NC(=O)c3ccc4ccccc4c3)n2)cc1OC	-3	-0.2	4	5	-4	-8	-18	-28	x	-2	30
O=C(Nc1ccccn1)c1cccs1	-22	4.6	2	12	-113	-50	-114	7	-13	-66	6
COc1ccc(S(=O)(=O)n2ccc(-c3cnc(-c4ccccc4)s3)n2)cc1	-65	-4.2	0	12	-106	-56	-199	-1	-6	-49	6
CCOC(=O)N1CCN(C(=O)c2cc(COc3ccc(F)cc3F)on2)CC1	-81	-0.5	3	-6	-127	-23	-155	7	-10	-54	-17
O=C(CN1C2=NCCCN2c2ccccc21)c1ccc(Cl)cc1Cl	-14	-1.1	-1	3	9	15	12	-28	-21	3	-5
CCCCCCCCCCCCCCCC(=O)Nc1ccn(C2OC(CO)C(O)C2O)c(=O)n1 (configuration not stated)	-13	5.5	x	22	13	0	-6	7	3	23	-6
COc1ccccc1OC(=O)Nc1ccc(Cl)cc1	-31	-0.1	-2	8	-160	x	-136	6	-19	-22	-3
Cc1ccc(C(=O)O)cc1NC(=O)c1ccc2c(c1)C(=O)N(c1ccc([N+](=O)[O-])cc1)C2=O	-36	0.2	-1	4	-2	-5	16	-5	1	-50	0

One compound at a time (already shown):
Profile of O=C(Nc1ccccn1)c1cccs1 : NR2E3 ag-1: -22; hiPSC survival: 4.6; NR2E3 ag-2: 2; TRAIL sens C8: 12; Peg3 promoter: -113; MITF TRPM1 inh: -50; HIF-2a inh: -114; KKLEB tox: 7; LMP1 NFkB inh: -13; Shn3 inh set2: -66; CF NFkB inh: 6
Profile of Cc1ccc(C(=O)O)cc1NC(=O)c1ccc2c(c1)C(=O)N(c1ccc([N+](=O)[O-])cc1)C2=O : NR2E3 ag-1: -36; hiPSC survival: 0.2; NR2E3 ag-2: -1; TRAIL sens C8: 4; Peg3 promoter: -2; MITF TRPM1 inh: -5; HIF-2a inh: 16; KKLEB tox: -5; LMP1 NFkB inh: 1; Shn3 inh set2: -50; CF NFkB inh: 0
Profile of CCC(CC)c1nc2ccccc2c(=O)[nH]1 : NR2E3 ag-1: 25; hiPSC survival: -1.4; NR2E3 ag-2: 0; TRAIL sens C8: 1; Peg3 promoter: 10; MITF TRPM1 inh: -1; HIF-2a inh: 18; KKLEB tox: 4; LMP1 NFkB inh: 6; Shn3 inh set2: -2; CF NFkB inh: -23

Later entries
SMILES	NR2E3 ag-1	hiPSC survival	NR2E3 ag-2	TRAIL sens C8	Peg3 promoter	MITF TRPM1 inh	HIF-2a inh	KKLEB tox	LMP1 NFkB inh	Shn3 inh set2	CF NFkB inh
COC(=O)[C@H](Cc1ccccc1)NC(=O)N1CCCCCC1	-16	-0.4	3	6	-18	-10	-5	0	-5	-19	7
CN(NC(=O)c1ccccc1F)c1nc(C(F)(F)F)nc2ccccc12	-6	-0.8	6	-27	4	22	18	-26	15	9	44
COc1ccc(C(=O)O)cc1N1C(=O)Nc2ccccc2N1O	-3	2.5	1	-11	14	-2	9	3	3	7	-3
Cc1ccc(NC(=O)c2nc[nH]c2C(=O)Nc2ccccc2F)cc1	5	-1.2	x	1	-1	x	-15	-1	1	6	18
Cc1cccc(CN2CCC(Oc3ccc(C(=O)N4CCCC4)cc3)CC2)n1	-26	-0.5	4	-18	2	3	14	7	-4	7	1
CCCCc1cc(=O)oc2c3c(cc(OCC(=O)N4CCC[C@H]4C(=O)O)c12)OC(C)(C)CC3	-11	2.3	4	-13	-13	6	6	4	2	4	-20
CCOC(=O)N1CCC(N2CCN(S(=O)(=O)c3ccc4ccccc4c3)CC2)CC1	6	-0.9	-1	9	7	3	4	8	-4	-3	4
COc1ccc(N2CCN(S(=O)(=O)CCNC(=O)Cc3ccc([N+](=O)[O-])cc3)CC2)cc1	13	0.0	-2	-15	-3	0	14	-6	4	33	-22
COc1ccc(S(=O)(=O)NC2CCCC2)cc1Br	-18	-2.7	-2	10	17	-5	23	5	0	1	9
O=C(CN(Cc1ccco1)C(=O)CNS(=O)(=O)c1ccc(F)cc1)NCc1ccco1	-27	0.1	2	18	1	-3	6	-13	-4	-18	-4
COc1ccccc1N1CCN(CCCCOc2ccc(F)cc2)CC1	-30	-2.8	-1	13	3	-6	-1	-1	-1	19	3
CCN(c1ccccc1)S(=O)(=O)c1cccc(C(=O)O)c1	-20	0.4	4	-2	17	-7	13	0	-6	8	4
COc1cc(C(=O)OCc2csc(CC(=O)Nc3ccccc3C)n2)ccc1OCC(C)C	-25	0.2	x	12	11	-11	-1	9	3	2	-6
O=C(NCCC1=CCCCC1)C(=O)NCc1ccncc1	-21	0.9	1	10	14	-18	2	5	2	-12	8
COc1cccc(NC(=O)c2nn(-c3ccc(OC)cc3OC)c(=O)c3ccccc23)c1	-38	0.5	1	-2	14	-3	17	-3	-6	6	-26
Cc1cc(C(=O)NC2CCCN(Cc3ccc(Cl)cc3)C2)c(C)o1 (configuration not stated)	-31	0.1	-2	-3	3	-1	20	-13	10	-2	5
COc1ccc(CC(=O)Nc2ccccc2N2CCCCC2)cc1OC	-4	0.6	0	-4	10	x	18	-1	x	22	6
O=C(O)c1ccc2ncc(NC(=O)c3ccc(F)cc3)c(=O)n2c1	-22	0.7	2	-13	-2	-1	5	0	-2	-2	8
COc1cc(NCCCNC(C)C)c2nccc(C)c2c1	-17	-2.2	x	20	28	37	2	3	6	30	34
C/C=C/c1ccc(OCC(=O)NCc2ccccc2OC)c(OC)c1	0	-0.5	1	-3	3	3	19	6	0	7	-2
Cc1ccc(-c2noc(CSc3nnc(Cc4ccccc4)n3-c3cccc(C)c3)n2)cc1	7	-1.7	2	7	22	15	-12	2	0	18	12
CCOC(=O)/C(C(N)=NCc1ccco1)=C(/O)c1ccccc1	4	-1.8	-1	-18	9	17	-18	-20	2	19	19
CCN(CC(=O)NCc1cccs1)C(=O)/C=C/c1cc(OC)ccc1OC	7	-0.2	2	-17	10	9	6	6	-4	4	-24
CCN1CCN(Cc2c(C)[nH]c3ccc(OC)cc3c2=O)CC1	-11	-1.4	0	1	-21	6	8	8	-5	-13	-4
Cc1ccc(NC(=O)CN2CCN(S(=O)(=O)c3ccc4c(c3)OCCO4)CC2)c(C)c1	31	1.9	x	-9	-28	x	-20	14	-5	-10	-9
C/C(=N\NC(=O)c1nnn(-c2nonc2N)c1CSc1ccc(C)cc1)c1cccs1	-35	-2.3	x	2	13	x	-5	-8	-4	13	35
NC(=O)COC(=O)c1cc(S(=O)(=O)N2CCOCC2)ccc1N1CCCCC1	1	-0.7	-4	3	19	7	20	0	1	9	1
CC(C)(C)NC(=O)NC(=O)CN1CCN(c2ccccc2)CC1	-26	-0.7	-1	2	6	-5	14	-8	-2	6	6
NS(=O)(=O)c1ccc(CCNC(=O)Cc2ccc(S(=O)(=O)N3CCOCC3)s2)cc1	-8	1.2	8	-1	-19	3	2	1	0	7	-19
COc1ccccc1C(=O)COC(=O)CNS(=O)(=O)c1ccc(NC(C)=O)cc1	-4	-0.3	3	0	3	6	6	-10	2	5	9
O=C(COC(=O)CN1C(=O)C2CCCCC2C1=O)NC1CCS(=O)(=O)C1 (configuration not stated)	5	-0.3	2	0	9	6	19	3	-5	1	7
CCOC(=O)c1ccc(NC(=S)NN2CCOCC2)cc1	-45	-1.8	-2	5	-37	8	-44	4	-4	-8	7
Cc1ccc(N(CC(=O)NCc2ccco2)C(=O)CCC(=O)Nc2nccs2)cc1	-5	-0.2	3	4	-3	3	21	-8	5	-18	19
Cc1cc(C(F)F)n2nc(C(=O)NCc3ccccc3F)nc2n1	9	2.9	4	-4	2	-4	-5	2	-12	7	6
O=C(NCC(=O)N1CCCCCCC1)c1cccc([N+](=O)[O-])c1	7	-1.8	4	-22	-14	-20	-33	20	-6	-8	-38
CCCCNCCOCCOc1ccc(F)cc1	2	2.1	4	5	16	-5	11	1	4	6	-8
COC(=O)C1CCN(C(=O)c2cc(-c3ccc(Cl)s3)nc3ccccc23)CC1	-4	-0.6	6	33	27	-4	-39	-1	1	78	-31
Cc1ccc(SCC(=O)OC(C)C(=O)Nc2ccc(S(N)(=O)=O)cc2)cc1C (configuration not stated)	-5	-0.3	4	1	6	-5	6	3	-6	2	-8
CC(=O)Cn1c(CN2CC(C)CC(C)C2)nc2c1c(=O)n(C)c(=O)n2C (configuration not stated)	-24	-0.9	-1	4	10	4	0	-2	-3	24	12
Cc1nnc(SCC(=O)NC2CCCCC2)n1C1CCCCC1	-3	-1.4	1	5	8	2	20	-1	5	-7	-15
Cc1cccc(-c2noc(-c3ccccc3C(=O)NCc3ccco3)n2)c1	-49	-0.3	-5	-2	-98	-26	-191	4	-18	-24	-15
CC(C(=O)Nc1cc([N+](=O)[O-])ccc1Cl)N1CCN(c2ccc(O)cc2)CC1 (configuration not stated)	1	-1.2	-2	10	8	-2	8	-2	-4	8	2

Copied from the results shown, five compounds:
SMILES	NR2E3 ag-1	hiPSC survival	NR2E3 ag-2	TRAIL sens C8	Peg3 promoter	MITF TRPM1 inh	HIF-2a inh	KKLEB tox	LMP1 NFkB inh	Shn3 inh set2	CF NFkB inh
O=C(COC(=O)CN1C(=O)C2CCCCC2C1=O)NC1CCS(=O)(=O)C1 (configuration not stated)	5	-0.3	2	0	9	6	19	3	-5	1	7
CCOC(=O)c1ccc(NC(=S)NN2CCOCC2)cc1	-45	-1.8	-2	5	-37	8	-44	4	-4	-8	7
Cc1ccc(N(CC(=O)NCc2ccco2)C(=O)CCC(=O)Nc2nccs2)cc1	-5	-0.2	3	4	-3	3	21	-8	5	-18	19
Cc1cc(C(F)F)n2nc(C(=O)NCc3ccccc3F)nc2n1	9	2.9	4	-4	2	-4	-5	2	-12	7	6
O=C(NCC(=O)N1CCCCCCC1)c1cccc([N+](=O)[O-])c1	7	-1.8	4	-22	-14	-20	-33	20	-6	-8	-38

These rows are one share of the data; rates above refer to the full screens.
